ZTA counter: counter-screen for EBNA-1 inhibitors: inhibitors of Epstein-Barr virus ZTA; P03206; inhibition, % at 11 µM; 0.15% of 320,000 active; ZTA-DNA binding, fluorescence polarization; AID 2234; in the data active means inhibition above about 33%
AHR activator: human AHR activation; activation, % at 5 µM; AID 2796; P35869; 2.5% of 320,000 active; AHR-responsive luciferase reporter cells, luminescence; in the data active means activation above about 47%;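 further: 0% = vehicle wells and 100% = reference agonist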
Target sequence (P35869 whole entry, looked up): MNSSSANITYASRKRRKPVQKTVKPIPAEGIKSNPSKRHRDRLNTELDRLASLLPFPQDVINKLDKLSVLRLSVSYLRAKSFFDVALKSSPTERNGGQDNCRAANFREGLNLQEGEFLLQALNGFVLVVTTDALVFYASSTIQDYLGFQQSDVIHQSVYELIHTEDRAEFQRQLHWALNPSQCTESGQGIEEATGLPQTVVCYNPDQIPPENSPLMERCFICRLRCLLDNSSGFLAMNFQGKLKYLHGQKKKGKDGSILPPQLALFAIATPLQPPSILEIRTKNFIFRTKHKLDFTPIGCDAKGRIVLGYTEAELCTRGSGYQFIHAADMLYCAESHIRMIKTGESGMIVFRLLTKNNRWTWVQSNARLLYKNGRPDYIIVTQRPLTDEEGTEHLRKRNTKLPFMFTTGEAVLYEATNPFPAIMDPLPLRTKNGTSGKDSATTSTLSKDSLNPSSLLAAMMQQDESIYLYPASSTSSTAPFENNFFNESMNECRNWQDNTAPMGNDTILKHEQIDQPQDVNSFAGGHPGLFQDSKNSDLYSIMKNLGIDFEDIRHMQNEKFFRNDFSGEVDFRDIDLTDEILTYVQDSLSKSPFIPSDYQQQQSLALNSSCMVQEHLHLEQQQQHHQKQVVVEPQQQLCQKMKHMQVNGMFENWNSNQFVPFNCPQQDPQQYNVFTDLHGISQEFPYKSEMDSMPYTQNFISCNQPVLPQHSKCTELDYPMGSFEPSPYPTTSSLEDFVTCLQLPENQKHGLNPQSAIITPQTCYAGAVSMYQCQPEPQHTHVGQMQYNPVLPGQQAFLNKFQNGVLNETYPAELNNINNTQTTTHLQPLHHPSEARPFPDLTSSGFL
LAP4-GFP MLPCN: modulators of TOR pathway LAP4-GFP in S. cerevisiae | S. cerevisiae LAP4-GFP multiplex, flow cytometry GFP, 3 h; median GFP as percent of DMSO wells | GFP response vs DMSO, % at 10 µM | 0.34% of 320,000 active | AID 2023;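 active means GFP response vs DMSO above a set limit, about the screen mean plus 3 SD, cut at about 150% in these data; inconclusive means under 70 cell events counted for the yeast strain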
EBNA-1 inhibitor: blocks EBNA-1 binding to DNA; EBNA-1 DNA binding, fluorescence polarization; inhibition, % at 14.8 µM; 0.34% of 300,000 active; AID 1950; in the data active means inhibition above about 28%
MEP2 TOR yeast: modulators of TOR pathway MEP2-GFP in S. cerevisiae | 0.51% of 330,000 active | S. cerevisiae MEP2-GFP strain, flow cytometry GFP, 3 h; 100% = DMSO control level | GFP response vs DMSO, % at 10 µM | AID 2016;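 active means GFP response versus DMSO above a set limit, roughly screen mean plus 3 SD, cut at about 180% in these data; inconclusive means fewer than 70 cells counted for a yeast strain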;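 further: median GFP fluorescence of the barcode-gated MEP2-GFP cells per well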
RPL19A-GFP yeast: modulators of TOR pathway RPL19A-GFP in S. cerevisiae; AID 2025; 0.3% of 330,000 active; percent response vs DMSO, % at 10 µM; S. cerevisiae RPL19A-GFP strain, flow cytometry, 3 h; active compounds read low;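 active means percent response vs DMSO below 50%; inconclusive means fewer than 70 events counted for the yeast strain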;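 further: median channel GFP fluorescence of the barcoded RPL19A-GFP strain; ratio of sample median GFP to plate DMSO average so 100% = DMSO; lower means less RPL19A-GFP as with rapamycin TOR inhibition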
procasp3 activ: activators of human procaspase-3; P42574; recombinant procaspase-3 D3A, Ac-DEVD-pNA absorbance 405 nm; activation, % at 8.5 µM; 0.11% of 330,000 active; AID 463141;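 active means activation above the mean of all tested compounds plus 3 SD, cut at about 21% in these data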;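 further: 0% = DMSO alone and 100% = DMSO wells spiked with extra 5 µM PC-3 D3A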
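System: Procaspase-3 D3A mutant. Medium: Zinc-free 300 mM NaCl, 50 mM HEPES, 0.01% Triton X-100. Schedule: 1 h preincubation plus 2 h reaction at 25 °C. Measured by: 405 nm absorbance of p-nitroaniline, reads at 0 and 120 min. Read-out: percent activation relative to control range.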
procasp7 counter: activates human procaspase-7, counter-screen for procaspase-3 activators. P55210. recombinant procaspase-7, Ac-DEVD-pNA absorbance 405 nm; D23A/D198A/D206A triple mutant, cannot self-cleave; scale: DMSO 0, 5 µM enzyme 100. activation, % at 8.5 µM. 0.093% of 330,000 active. AID 463210;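 active means percent activation above the screen-wide mean plus 3 SD, cut at about 25% in these data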
Target sequence (P55210 whole entry D23A/D198A/D206A): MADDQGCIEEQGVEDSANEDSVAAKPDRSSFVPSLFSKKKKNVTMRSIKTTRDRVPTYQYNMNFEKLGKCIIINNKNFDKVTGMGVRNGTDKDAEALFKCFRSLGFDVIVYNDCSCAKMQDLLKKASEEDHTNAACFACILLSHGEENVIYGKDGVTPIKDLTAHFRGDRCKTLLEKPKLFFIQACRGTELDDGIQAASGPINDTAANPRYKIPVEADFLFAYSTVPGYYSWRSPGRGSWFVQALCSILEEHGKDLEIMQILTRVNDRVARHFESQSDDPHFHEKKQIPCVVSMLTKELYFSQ
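signal = Epi-absorbance of released pNA at 405 nm, two timepoints | assay system = Uncleavable procaspase-7 mutant enzyme | reagent = Ac-DEVD-pNA substrate, 400 µM as added | times = 1 h enzyme–compound preincubation and 2 h substrate reaction, both 25 °C | benchmarks = low DMSO alone, high DMSO plus 5 µM PC-7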
* marks the source's active call; other numbers are inactive results; ? = inconclusive; nt = not tested or not shown; [ ] = remark or other dose.

SMILES	ZTA counter	AHR activator	LAP4-GFP MLPCN	EBNA-1 inhibitor	MEP2 TOR yeast	RPL19A-GFP yeast	procasp3 activ	procasp7 counter
CC(C)=CCCC(C)CN1CCC(n2nccc2NC(=O)c2ccc3c(c2)OCO3)CC1 (stereo unspecified)	-23	-1	99	-5	102	98	5	-3
COc1ccc(NC(=O)Nc2ccc3c(c2)OCO3)c(C)c1	2	67*	96	10	110	118	-7	-16
CC(C)c1ccccc1NC(=O)Nc1ccc(F)cc1F	-9	1	97	3	110	104	1	0
CC(C)(C)c1ccc(C2(C)NC(=O)NC2=O)cc1 (stereo unspecified)	5	0	111	8	97	94	2	-10
Cc1cccc(NC(=O)CN2CCN(C(=O)C3CCN(C(=O)/C=C/c4ccccc4)CC3)CC2)c1C	7	5	107	nt	107	104	5	6
CCOC(=O)N1C2C=C(C)[C@@H]2[C@@H]2CC(=O)N21 (stereo partly specified)	2	2	103	-9	105	107	7	-1
Cc1cccc(C(=O)OCC(=O)Nc2c(C)n(C)n(-c3ccccc3)c2=O)c1O	nt	1	111	nt	106	102	-5	-10
CCc1ccc(C(=O)CSc2n[nH]c(-c3ccncc3)n2)cc1	8	6	101	6	93	92	4	5
CC(=O)N/C(=C\c1ccccc1)C(=O)OC/C=C/c1ccccc1	20	-3	101	-4	100	106	-9	1
O=C(CN(c1ccc(Cl)c(C(F)(F)F)c1)S(=O)(=O)c1ccccc1)N/N=C/c1cccc2c1OCCO2	13	6	93	-9	98	94	0	-3
CC1CCCN(c2nc3ccccc3nc2C(C#N)S(=O)(=O)c2ccccc2)C1 (stereo unspecified)	18	6	102	10	110	107	0	-4
COC(=O)Cn1c(=NC(=O)c2nc3ccccc3s2)sc2cc(S(C)(=O)=O)ccc21	5	11	nt	-1	nt	nt	-3	-7
COc1ccc(C(C)N2CC34C=CC(O3)C(C(=O)O)C4C2=O)cc1 (stereo unspecified)	1	-1	105	0	97	99	-3	9
COc1ccc(S(=O)(=O)N2CCN(C(=O)c3ccc([N+](=O)[O-])o3)CC2)cc1	9	-3	99	-14	96	106	-1	-2
N#C[C@@H]1N(Cc2ccccc2)C(=O)[C@H]2CC3C=CC21O3 (stereo partly specified)	9	-2	113	3	102	107	10	-2
COc1ccc(-n2c(CN3CCOCC3)nc3ccc([N+](=O)[O-])cc3c2=O)c(OC)c1	-6	28	113	10	109	105	-2	14
CC/C(=N/O)c1cnnc(SC)n1	7	-5	100	6	102	102	5	1
Cc1ccccc1Nc1nc(N2CCOCC2)nc(N2CCOCC2)n1	-4	4	97	-9	100	96	-1	3
O=C1OC2(O)C3C4C=CC(C4)C3C(=O)N2c2ccccc21 (stereo unspecified)	2	2	119	-5	96	94	0	11
C#CCOCCOCCOCCNc1nc(N2CCN(C(=O)[C@H]([C@@H](C)CC)n3cc([C@@H](N)CO)nn3)CC2)nc(N2CCN(C(=O)[C@H](CCCCN)n3cc([C@@H](N)CO)nn3)CC2)n1	nt	0	95	nt	97	97	-2	5
O=C(NCCc1cccs1)C1CC(c2cccc([N+](=O)[O-])c2)=NO1 (stereo unspecified)	-4	2	110	1	95	103	5	15
Cc1[nH]c(=O)c(C#N)c2c1CCCC2	9	3	98	3	108	103	-3	13
Cc1c(CCOC(=O)c2cccc([N+](=O)[O-])c2)sc[n+]1CC(=O)c1ccccc1	-2	2	123	-8	113	95	-6	-4
CCOC(=O)c1cc(C)n(CCc2ccccc2)c1C	3	-4	109	2	100	100	-7	-12
CN1C(=O)C2(OCCCO2)c2ccccc21	-2	-1	100	-1	106	104	6	-7
CCCn1c(N)c(C(=O)CN(C)CC(=O)Nc2cccc(F)c2)c(=O)[nH]c1=O	-8	0	100	nt	102	98	2	1
O=C(O)c1cc(S(=O)(=O)N2CCOCC2)c[nH]1	-2	-2	101	nt	101	93	7	-4
O=C(NCCNc1ccnc2cc(Cl)ccc12)c1ccccc1F	21	2	98	-7	104	104	-1	2
COC(=O)c1[nH]c2cccc(OC)c2c1NC(=O)CN1CCN(c2cccc(OC)c2)C(C)C1 (stereo unspecified)	-6	0	89	12	91	103	0	-1
CCCCCn1c(CCNC(=O)CCC)nc2ccccc21	17	0	?	-5	80[may fluoresce red]	?	8	2
COc1ccc(CCN(Cc2ccccn2)C(=S)Nc2cccc(SC)c2)cc1OC	-3	5	99	0	101	101	-9	-14
O=C(O)c1cccc(NC(=O)c2ccc(COc3ccc(Cl)cc3)cc2)c1	-7	4	96	3	104	99	2	-8
O=C1OCCC1S(=O)(=O)c1ccc2ccccc2c1 (stereo unspecified)	-8	-2	101	-5	109	106	-17	7
O=C(COC(=O)C1CC2CCCC(C1)C2=O)NC(=O)c1ccccc1 (stereo unspecified)	7	0	111	nt	119	117	-5	-13
CN(Cc1c(C(=O)N/N=C/c2cccc(O)c2)nnn1-c1nonc1N)C1CCCCC1	2	3	94	-12	103	103	-1	-8
CC(=O)N1CCOc2ccc(S(=O)(=O)NCc3ccc(C)cc3)cc21	17	5	117	13	104	98	3	4
Cc1c(Br)c(=O)oc2c(C)c(O)ccc12	-9	-1	97	-10	103	104	6	1
O=C(c1cccs1)n1nc(-c2ccccc2)nc1NCc1ccc(F)cc1	-9	0	105	1	103	93	-5	7
Cc1cc(C)c(NC(=O)Cn2nnc(C(=O)NCc3ccco3)c2N)c(C)c1	-1	-1	111	-3	108	106	5	8
O=C(NCCN1CCOCC1)c1cc(-c2ccccc2)on1	1	12	91	4	81	89	-3	4
COc1cc(=O)[nH]c(SC(C)C(=O)Nc2nc3c(s2)CCCC3)n1 (stereo unspecified)	6	0	92	2	98	96	-5	-7
CNS(=O)(=O)c1cn(CC(=O)NCc2ccc(F)cc2)cc1S(=O)(=O)NC	13	-1	91	8	108	100	2	-3
COCCNC(=O)C(c1ccc(C)o1)N(C(=O)c1snc(C(N)=O)c1N)c1ccc(C)cc1 (stereo unspecified)	8	2	100	9	98	97	-8	-11
Cc1ccn2c(=O)nc(SCC(=O)NC3CCCC3)nc2c1	-1	2	104	1	99	100	10	3
CCOc1cc(NC(=S)NCc2ccco2)c(OCC)cc1NC(=O)CC	-8	26	103	3	104	102	-7	1
C[C@@H](O)CC#Cc1ccc2oc(=O)c(-n3cc(-c4ccsc4)nn3)cc2c1	23	1	97	nt	85	97	-6	-9
CCOC(=O)c1cnc2ccc(C)cc2c1OCc1cc(F)cc(F)c1	-5	-2	102	4	104	99	10	4
O=C(c1ccco1)N1CCN(C(=O)C2CC(c3ccc(Cl)cc3)=NO2)CC1 (stereo unspecified)	-13	0	95	-4	103	98	4	2
COc1ccc(-c2nonc2NC(=O)c2oc3ccccc3c2C)cc1OC	7	44	93	11	99	101	2	1
Cc1[nH]c2ccccc2c1C1(O)C(=O)N(C(C)C)c2ccccc21 (stereo unspecified)	10	29	99	-14	98	96	-10	-11
COC(=O)C1(C(F)(F)F)C2C=CC(C2)N1S(=O)(=O)c1ccc(C)cc1 (stereo unspecified)	7	0	101	10	107	105	0	8
CCCCc1nc(SCC(=O)N2CCOCC2)c2c(=O)n(C)c(=O)n(C)c2n1	-12	-2	115	-5	110	100	4	0
OCC1(Cc2ccc(F)cc2)CCCN(Cc2ccc(F)cc2Cl)C1 (stereo unspecified)	-11	0	97	2	108	103	-6	-9
COc1ccc(OC(=O)NCCc2ccccc2)cc1	2	0	118	4	114	101	-4	4
O=C(O)c1cc2ccccc2cc1Nc1ccccc1	-10	12	101	-1	96	104	-5	-8
CCOc1ccccc1C(=O)N1CCN(c2cccc(Cl)c2)CC1	-5	2	100	-1	105	87	2	1
O=C(CSc1nccc(-c2cccs2)n1)Nc1ccc(F)c(Cl)c1	-12	28	115	3	97	95	-2	3
COC(=O)c1cc(OC)c(OC)cc1NC(=O)CSc1nnnn1Cc1ccccc1	-8	20	71[may fluoresce violet]	-4	230*[may fluoresce violet]	56[may fluoresce violet]	2	-4
CC1CCCCC1NC(=O)CCS(=O)(=O)c1cccc2nonc12 (stereo unspecified)	-21	-9	93	-8	93	92	-4	4
CC(=O)n1cc(/C=N/NC(=O)c2ccc(Cl)cc2)c2ccccc21	2	4	90	-1	103	106	11	10

In a second layout: two of the compounds above.
| mol | ZTA counter | AHR activator | LAP4-GFP MLPCN | EBNA-1 inhibitor | MEP2 TOR yeast | RPL19A-GFP yeast | procasp3 activ | procasp7 counter |
| --- | --- | --- | --- | --- | --- | --- | --- | --- |
| CCOC(=O)c1cnc2ccc(C)cc2c1OCc1cc(F)cc(F)c1 | -5 | -2 | 102 | 4 | 104 | 99 | 10 | 4 |
| O=C(c1ccco1)N1CCN(C(=O)C2CC(c3ccc(Cl)cc3)=NO2)CC1 (stereo unspecified) | -13 | 0 | 95 | -4 | 103 | 98 | 4 | 2 |

Further entries follow:
SMILES	ZTA counter	AHR activator	LAP4-GFP MLPCN	EBNA-1 inhibitor	MEP2 TOR yeast	RPL19A-GFP yeast	procasp3 activ	procasp7 counter
Cc1ccc(N2C(=O)CC(NCC3CCCO3)C2=O)cc1 (stereo unspecified)	-15	-1	95	-6	68	94	-23	-36
O=C(NCCn1cccn1)C1CCC(=O)N(CCc2ccccc2)C1 (stereo unspecified)	3	-1	92	5	93	94	3	7
Cc1ccccc1NC(=S)NC1CC2CCC(C1)N2Cc1ccco1 (stereo unspecified)	-13	1	100	2	97	91	-9	-2
COc1cc(C)c(S(=O)(=O)n2nnc3ccccc32)cc1C	-25	4	92	-5	102	99	1	-2
CC(C)C(=O)Nc1ccc(C(=O)NNC(=O)c2cccs2)cc1	-14	3	114	8	161	103	9	1
Cc1c(C(C)C)c(=O)n(-c2ccc(S(=O)(=O)NC(C)C)cc2)n1C	-8	0	105	1	102	107	0	2
COCCSc1ccccc1C(=O)Nc1cc(C)on1	-23	13	91	-1	103	98	-16	-11
Cn1c(=O)c2c(nc(SCc3ccc(F)cc3)n2C)n(C)c1=O	6	2	91	-4	105	100	0	-3
COc1cccc(C2=NOC(C(=O)Nc3ccc4c(c3)OCO4)C2)c1OC (stereo unspecified)	-1	8	108	7	107	101	-5	-4
COc1ccc(NC(=O)Nc2nnc(CC(=O)NCc3ccccc3)s2)cc1	-28	18	98	13	101	101	-5	5
COn1c(=O)c(=O)n(O)c2ccccc21	12	3	98	-3	108	97	3	0
COc1ccccc1N1CCN(C(=O)COc2ccc(S(=O)(=O)NC(C)C)cc2)CC1	4	0	103	-9	93	108	3	8
CCOc1ccc(OCCNC2CCCC2)cc1	10	2	86	8	90	94	8	4
CCCc1[nH]nc2c1C1(CCN(C(=O)OCc3ccccc3)CC1)C(C#N)=C(N)O2	5	0	97	0	99	102	3	-6
Oc1ccc(/C=N/N=C/c2ccc(O)c(O)c2)cc1O	8	0	93	3	101	101	-10	-9
CC(=O)N1CCN(c2ccc(NC(=O)c3cccc(C)c3)cc2)CC1	-7	1	85	-8	98	101	-10	-4
N#CCC(=O)N/N=C/c1cc(-c2ccccc2)n(-c2ccc(Cl)cc2)c1-c1ccccc1	-3	3	103	2	105	103	-3	9

Retrieved one by one from the entries so far (six):
SMILES	ZTA counter	AHR activator	LAP4-GFP MLPCN	EBNA-1 inhibitor	MEP2 TOR yeast	RPL19A-GFP yeast	procasp3 activ	procasp7 counter
Cc1ccc(N2C(=O)CC(NCC3CCCO3)C2=O)cc1 (stereo unspecified)	-15	-1	95	-6	68	94	-23	-36
Oc1ccc(/C=N/N=C/c2ccc(O)c(O)c2)cc1O	8	0	93	3	101	101	-10	-9
CC(C)C(=O)Nc1ccc(C(=O)NNC(=O)c2cccs2)cc1	-14	3	114	8	161	103	9	1
CCOc1ccc(OCCNC2CCCC2)cc1	10	2	86	8	90	94	8	4
CC(=O)N1CCN(c2ccc(NC(=O)c3cccc(C)c3)cc2)CC1	-7	1	85	-8	98	101	-10	-4
O=C(NCCn1cccn1)C1CCC(=O)N(CCc2ccccc2)C1 (stereo unspecified)	3	-1	92	5	93	94	3	7
